aSyn yeast rescue: alpha-synuclein toxicity suppression in yeast. S. cerevisiae alpha-synuclein toxicity rescue, BacTiter-Glo growth, 24 h. 0.02% of 94,000 active. Potency, µM (titrated, usually from 46.1 µM), for the others: top-dose growth rescue (activation), most hits filed as activators; active = well fitted activation curve with a large enough effect; note: 0% is about no effect
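Growth restoration measured by BacTiter-Glo luminescence after 24 hr at 30 deg C; alpha-synuclein yeast, raffinose-pregrown to mid-log, were added at OD600=0.02 in galactose medium onto pinned compounds.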
Active calls of the source: *; [ ] = dose if it differs, or a comment. Potency is the fitted concentration of half-maximal effect.

Structure	aSyn yeast rescue
COc1ccc(OC)c(CCNC(=O)c2cc3c(-c4ccccc4F)nn(C)c3s2)c1	12%
CNS(=O)(=O)c1cn(CC(=O)Nc2ccc(C)c(N(C)C)c2)cc1S(=O)(=O)NC	-6%
Cc1ccc(-c2nc(CS(=O)CC(=O)NCc3ccccc3)c(C)o2)cc1 (stereo not given)	0%
COc1ccc(-c2nc3sc(CCNC(=O)C(=O)Nc4ccc(C)c(C)c4)c(C)n3n2)cc1	-4%
COc1ccc(CCNC(=O)CCn2c(=O)c3cccn3c3ccc(F)cc32)c(OC)c1OC	0%
Cc1cccc(N2CCN(C(=O)c3nn(C)c4c3CSc3ccccc3-4)CC2C)c1 (stereo not given)	2%
O=C(c1ccc2c(c1)N(Cc1cccc(F)c1)C(=O)c1ccccc1S2)N1CCCC1	6%
CCCn1c2ccccc2c2cnn(CC(=O)Nc3cc(C)c(Cl)cc3OC)c(=O)c21	-5%
O=C(O)CSc1c2c(nc3cc(C(=O)NCCN4CCOCC4)ccc13)CCC2	-6%
CN(C(=O)C1CCCO1)C1CCS(=O)(=O)C1 (stereo not given)	6%
COc1cc(/C=C2/C(=O)N(c3cccc(Br)c3)N=C2C)cc(OC)c1O	5%
CCN(CC)S(=O)(=O)c1ccc(NC(=O)c2c(C)oc3ncnc(N4CCCCC4)c23)cc1	-3%
Cn1cc(S(=O)(=O)N2CCCC2)cc1C(=O)NCCc1ccccc1	4%
CSc1nnc(C)c(=O)n1COC(=O)COc1ccc(F)cc1	-9%
CCOC(=O)C1=C(CN2CCSCC2)NC(=O)NC1c1ccc2c(c1)OCO2 (stereo not given)	-7%
CCOC(=O)CSc1nc(C)c2cccc(C)c2n1	12%
Cc1cc(/C=C2\SC(=O)NC2=O)c(C)n1-c1ccc(N2CCOCC2)cc1	-1%
CC(=O)Nc1ccc(S(=O)(=O)N2CCN(c3cc(C)ccc3C)CC2)cc1	9%
Cc1ccc(Nc2nnc(-c3cc4c(ccc5ccccc54)oc3=O)s2)cc1	-14%
O=C(CSCC(=O)Nc1cccc2ccccc12)Nc1cccc2ccccc12	5%
CC(C)NCC(O)COC1CCC(C(C)(C)C)CC1 (stereo not given)	-2%
CCCCCCCCCCOC(=O)NC1CCS(=O)(=O)C1 (stereo not given)	3%
Cc1nn(C(C)C(=O)NCc2ccco2)c(=O)c2nn(-c3ccccc3)c(C)c12 (stereo not given)	-2%
Cc1cc(C)cc(-n2c(SCC(=O)N3CCOCC3)nc3c([nH]c4ccccc43)c2=O)c1	-2%
CNC(=O)c1c(NC(=O)Cc2coc3ccc(OC)cc23)sc2c1CCCC2	1%
CCCN(Cc1ccccc1)C(=S)Nc1ccc(OCC)cc1	8%
COc1cccc(NC(=O)Cn2c(=O)n(-c3ccc(Cl)cc3)c(=O)c3oc4ccccc4c32)c1	-9%
O=C(Nc1nnc(N2CCCC2)s1)Nc1cc(F)ccc1F	-5%
COc1ccc(NC(=O)c2cc(-c3cc(OC)c(OC)c(OC)c3)nc3ccccc23)cc1OC	-4%
COc1cccc(CNC(=O)c2ccc3c(c2)N(Cc2ccc(C(F)(F)F)cc2)C(=O)c2ccccc2S3)c1OC	4%

Random excerpt: three records from the list.
Structure	aSyn yeast rescue
CN(C(=O)C1CCCO1)C1CCS(=O)(=O)C1 (stereo not given)	6%
Cc1cccc(N2CCN(C(=O)c3nn(C)c4c3CSc3ccccc3-4)CC2C)c1 (stereo not given)	2%
COc1ccc(OC)c(CCNC(=O)c2cc3c(-c4ccccc4F)nn(C)c3s2)c1	12%

Next compounds:
Structure	aSyn yeast rescue
COC(=O)c1c(N2C(=O)CCC2=O)sc2c1CCCC2	9%
COC(=O)C(NC(=O)CCc1c(C)nc2c(-c3ccccc3)c(C)nn2c1C)C(C)C (stereo not given)	2%
COc1ccc(C(=O)C2CCN(CC(=O)Nc3cc(C)cc(C)c3)CC2)cc1	-4%
CCCc1nnc(NC(=O)C(CC)Sc2nnc3c4ccccc4n(C)c3n2)s1 (stereo not given)	0%
O=C(NCc1ccccc1)c1ccc(CNS(=O)(=O)c2ccc(Br)cc2)cc1	-2%
COc1ccc(Cl)cc1NC(=O)CSC1=Nc2ccccc2C2=NC(CC(=O)NCc3cccs3)C(=O)N12 (stereo not given)	4%
CSc1ncc(Cl)c(C(=O)Nc2c(C(=O)Nc3cccc(C)c3)oc3ccccc23)n1	-3%
O=C1Nc2ccc([N+](=O)[O-])cc2C1=Nc1cccc(CO)c1	-1%
COc1ccccc1C(=O)Nc1ccc2c(c1)nc(CN1CCCCC1)n2C	-3%
CCOC(=O)C1=C(CC)OC(N)=C(C#N)C1c1ccc(F)cc1F (stereo not given)	4%
CC(=O)Nc1c(C)nn(-c2ccccc2)c1N1CCC(C(=O)NCc2ccccc2Cl)CC1	13%
CCOC(=O)c1c(N)n(-c2ccc(Cl)c(Cl)c2)c2nc3ccccc3nc12	-4%
CCN(CC)S(=O)(=O)c1nnc(NC(=O)c2ccc(C)cc2)s1	-12%
Cc1cccc(C(=O)N/N=C/C(C)Cc2ccc3c(c2)OCO3)c1 (stereo not given)	-6%
Cc1ccc(C)c(N2CCN(C(=O)c3cnc4c(-c5ccccc5)c(C)nn4c3C)CC2)c1	9%
Cc1ccc(C)c(NC(=O)c2cc(S(=O)(=O)NCCc3ccccc3)ccc2F)c1	1%
CC12CCC(=O)N1C(C(=O)Nc1cc(C(F)(F)F)ccc1N1CCOCC1)CS2 (stereo not given)	0%
O=C(CSc1nc2ccccc2[nH]1)c1c[nH]c2ccccc12	-8%
CCOc1ccc(-n2c(=O)c3c(C)c(C)sc3n(Cc3c(F)cccc3Cl)c2=O)cc1	0%
Cc1ccc(CCNC(=O)c2sc3ncccc3c2-n2c(C)ccc2C)cc1	-4%
Cc1ccc(NC(=O)c2cc3c(s2)CCCC3)cc1	-15%
COc1ccc(-c2noc(C3CC(=O)N(c4cc(C)cc(C)c4)C3)n2)cc1 (stereo not given)	12%
O=C(NCc1ccncc1)C(=O)N/N=C/c1ccc(OCc2ccccc2)cc1	0%
CC(C)Cc1nnc(NC(=O)c2ccc(N3CCCC3=O)cc2)s1	8%
CCn1c(=O)c2sccc2n2c(CCC(=O)Nc3ccc(C(C)C)cc3)nnc12	4%
Cc1ccnn1CCC(=O)N1CCCC(Nc2ccc(C(C)C)cc2)C1 (stereo not given)	2%
Cc1ccc(C)c(NC(=O)c2nnn(Cc3ccc(F)cc3Cl)c2N)c1	2%
OCCNC(=S)Nc1cc(Cl)cc(Cl)c1	5%
CCOC(=O)c1cc(OC(=O)c2cccc(C)c2)n(-c2ccccc2)n1	6%
COc1ccc(S(=O)(=O)CC2(O)CCN(C(=O)CC(C)C)CC2)cc1	-9%

(listing goes on)
Structure	aSyn yeast rescue
O=C(CCn1nc(-c2ccccc2)ccc1=O)N1CCCC1	-2%
O=C1CCc2cc(NS(=O)(=O)c3ccc(F)cc3)cc3c2N1CCC3	-2%
COc1cc(C(=O)Nc2ccncc2)c([N+](=O)[O-])cc1OC	3%
Cc1cc2cc(CNC(=O)Cc3cccs3)ccc2n1C	-9%
COc1ccc(N2CCN(C(=O)c3cc(=O)[nH]c4ccccc34)CC2)cc1	5%
Cc1ccc(S(=O)(=O)N2CCOCC2)cc1NC(=O)CSc1nnnn1C1CC1	-7%
O=C(NC(=S)NNC(=O)c1ccccc1O)c1cccs1	12%
CC1=NNC(=O)/C1=C\c1cn(-c2ccccc2)nc1-c1ccccc1	-56%[inhibitor]
CCOC(=O)c1c(C)[nH]c(C)c1S(=O)(=O)N1CCCC(C(=O)Nc2cc(C)ccc2C)C1 (stereo not given)	-8%
O=C(NCc1cccc(F)c1)c1ccc(CS(=O)c2ccccc2Cl)o1 (stereo not given)	-6%
COc1cc(OC)c(NC(=O)c2c3c(nc4ccccc24)C(=O)N(C2CCCCC2)C3)cc1Cl	3%
Cc1ccc(NC(=O)C2CCN(S(=O)(=O)c3cccs3)CC2)cc1	1%
O=C(C(Cl)c1ccccc1)N1CCOCC1 (stereo not given)	-1%
CCOC(=O)/C=C/C(=O)Nc1ccc(S(=O)(=O)Nc2cc(C)on2)cc1	4%
Cc1ccc(Nc2sc(C(=O)c3ccccc3)c(N)c2C(=O)NC(C)C)cc1	12%
Cc1cccc(NC(=O)CSc2nc(=O)n(Cc3cccnc3)c3c2CCC3)c1	1%
O=c1[nH]c2cc3c(cc2cc1CN(Cc1cccnc1)C(=S)NCc1ccco1)OCO3	-5%
COc1ccc(S(=O)(=O)N2CCOC2CNC(=O)C(=O)NCCc2c[nH]c3ccccc23)cc1C (stereo not given)	-10%
COC(=O)C(/C=N/O)NC(=O)c1ccccc1 (stereo not given)	4%
CCOc1cc(N2CCOCC2)c(OCC)cc1NC(=O)COC(=O)CCn1c(C)csc1=O	3%
CCOC(=O)c1c(NC(C)=O)c2c3c(sc2n1Cc1ccc(Cl)cc1)CCCC3	14%
CCC(C)NCCC(=O)Nc1ccc(Cl)c(S(=O)(=O)Nc2ccc(Cl)cc2)c1 (stereo not given)	-3%
CN(CC(=O)O)S(=O)(=O)c1ccc2c(c1)n(C)c(=O)c(=O)n2C	1%
Cc1n[nH]c2ccc(Br)cc2c1=O	-3%
COc1ccc(CNC(=O)CN(c2ccccc2)S(=O)(=O)c2ccccc2[N+](=O)[O-])cc1	2%
CC(=O)Nc1ccc(NS(=O)(=O)c2cc(Cl)ccc2Cl)cc1	5%
Cc1c2cnn(CC(=O)N3CCN(c4ccc(F)cc4)CC3)c(=O)c2c(C)n1Cc1ccc(F)cc1	-6%
Cc1cc(C)n2nc(SCC(=O)NC3(C#N)CCCCC3)nc2n1	4%
Nc1ccccc1SCC(=O)Nc1ccc2c(c1)OCCO2	11%
COc1ccc(Cc2nc(=S)[nH][nH]2)cc1Br	-1%

Additional records
Structure	aSyn yeast rescue
COc1ccccc1OCC(=O)NNC(=O)C(=O)N1CCCC1	3%
Cc1oc2c(c(C)cc3oc(=O)c(CC(=O)NCCc4ccccc4)c(C)c32)c1C	-9%
COC(=O)c1sc(S(=O)(=O)Nc2ccc(C)cc2)c(C(=O)OC)c1C	7%
CCc1c(C)sc2c1CCN(Cc1ccccc1C#N)C2c1ccccc1 (stereo not given)	-19%
COc1ccccc1CNC(=O)c1oc2ccc(S(=O)(=O)N3CCOCC3)cc2c1C	8%
CCCCn1c(N)c(N(CCC(C)C)C(=O)COC(=O)c2ccccc2)c(=O)[nH]c1=O	9%
O=S(=O)(c1ccc(-c2cnc(C3CC3)o2)cc1)N1CCN(c2ccccc2F)CC1	-6%
COc1ccc(CNC(=O)CCc2nc(-c3ccc(OC)cc3)no2)cc1	7%
O=C(O)CCCn1nc(-c2ccccc2)c2ccccc21	-2%
O=C(Nc1ccc2[nH]c(=O)[nH]c2c1)c1ccc(Cl)c(Cl)c1	1%
Cc1sc2cc3c(c(C(=O)c4ccccc4)[n+]2c1C)-c1cccc2cccc-3c12	-24%
C=CCc1ccc(OCCN2CCc3ccccc3C2)c(OC)c1	-10%
COc1ccc(N2CC(NC(=O)c3cc4ccccc4o3)CC2=O)cc1 (stereo not given)	3%
Cc1cccc(NC(=O)C(=O)NCCc2csc(-c3ccc(F)cc3)n2)c1C	-3%
CC(C)NC(=S)N=Nc1c(O)[nH]c2ccc([N+](=O)[O-])cc12	-4%
CC(=O)c1ccc(N2CCN(C(=O)c3cc4c(-c5ccccc5F)nn(C)c4s3)CC2)cc1	-3%
O=C1CC(c2ccccc2)Cc2[nH]c(=O)c(C(=O)Nc3ccc(OC(F)(F)F)cc3)cc21 (stereo not given)	-12%
CNS(=O)(=O)c1cn(CC(=O)N2CCN(c3ccc(C)cc3C)CC2)cc1S(=O)(=O)NC	-3%
CCC1(c2ccccc2)NC(=O)N(CC(=O)NCCN2C(=O)S/C(=C\c3cccnc3)C2=O)C1=O (stereo not given)	-9%
CSc1nc2c(c(=O)[nH]1)C(c1cccc(Cl)c1)CC(=O)N2 (stereo not given)	-48%[inhibitor]
CCCC1=Nc2cc(C(=O)NCCOC)ccc2Sc2ccccc21	6%
CN1CCc2c(OCc3ccc(F)cc3)cccc2C1=O	12%
O=C(O)c1sccc1S(=O)(=O)N1CCCCC1	7%
Cc1ccc2oc(=O)c3cnn(CC(=O)N4CCCCCC4)c3c2c1	-6%
CCn1cc(C2=NCCO2)c2ccccc21	2%
Cc1cc(C)c(S(=O)(=O)N2CCOC2CNC(=O)C(=O)NCc2cccnc2)c(C)c1 (stereo not given)	1%
COc1ccc(-c2noc(-c3ccc(NCc4ccccc4OC)c([N+](=O)[O-])c3)n2)cc1	-1%
CCOC(=O)c1ccc(NC(=O)c2cnc3c(-c4ccc(F)cc4)c(C)nn3c2C)cc1	-8%

At a glance, some entries already given:
Structure	aSyn yeast rescue
COc1ccc(CNC(=O)CCc2nc(-c3ccc(OC)cc3)no2)cc1	7%
O=C(O)CCCn1nc(-c2ccccc2)c2ccccc21	-2%
O=C(Nc1ccc2[nH]c(=O)[nH]c2c1)c1ccc(Cl)c(Cl)c1	1%
Cc1sc2cc3c(c(C(=O)c4ccccc4)[n+]2c1C)-c1cccc2cccc-3c12	-24%
C=CCc1ccc(OCCN2CCc3ccccc3C2)c(OC)c1	-10%
COc1ccc(N2CC(NC(=O)c3cc4ccccc4o3)CC2=O)cc1 (stereo not given)	3%

Assay outcomes as filed in PubChem.

This is a subset; rates above refer to the full screens.
